Screening data as filed in PubChem BioAssay.
RGS4 inhibitor – Inhibitors of Regulator of G Protein Signaling (RGS) 4: qHTS. AID 504845, 2011. Transcreener GDP fluorescence polarization, RGS4-accelerated GTP hydrolysis. Potency, µM (series often up to 114 µM), for the others: top-dose activity change, negative = inhibition, hits mostly inhibitors. 390,000 compounds, 0.039% hits. Regulator of G-protein signaling 4 (Homo sapiens), P49798; also: % is scaled to controls: 0 for no effect and ±100 for the full control effect; nearly all actives have a fitted effect of over 75% in size; some results filed as inactive show a strong effect at the top dose
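MLSMR compounds (23 nl, pin-transferred) preincubated 10 min at room temperature with a 500nM (2x) first reagent, then RGS4 at 900nM (2x) plus Transcreener GDP mix added; fluorescence polarization (620/688 nm) read before and after 90 min at 30 °C.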
USP1 inh – Inhibitors of USP1/UAF1: Primary Screen; Ubiquitin carboxyl-terminal hydrolase 1 (Homo sapiens), O94782; recombinant USP1/UAF1, Ub-Rhodamine cleavage fluorescence; Potency, µM (series often up to 57.1 µM), for inactives: top-dose activity change, negative = inhibition, most hits filed as inhibitors; 390,000 compounds, 0.23% hits; also: % is scaled to controls: 0 for no effect and ±100 for the full control effect; nearly all actives have a fitted effect of over 60% in size; inactives centre near -12
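High-throughput fluorogenic screen: 1nM USP1/UAF1 complex, Ub-Rho substrate 150nM final, 50mM HEPES pH 7.8 with 0.5mM EDTA, 0.1 mg/ml BSA, 1mM TCEP and 0.01% Tween-20.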
RXFP1 agonist – qHTS Assay for Agonists of the Relaxin Receptor RXFP1; 370,000 compounds, 0.3% hits; AID 2676, 2010; Potency, µM (top dose mostly 57.5 µM), without a hit: top-dose activation, usual class: activators; HEK293T-RXFP1 cAMP TR-FRET, 30 min; response scale: percent of porcine relaxin response, buffer zero; Relaxin receptor 1 (Homo sapiens), Q9HBX9; also: % is scaled to controls: 0 for no effect and ±100 for the full control effect; nearly all actives have a fitted effect of over 60% in size; many of its hits are not listed in these tables
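HEK293 cells stably expressing RXFP1, treated 30 min at 37C with compounds plus PDE4 inhibitor Ro 20174; cAMP measured by HTRF TR-FRET. Normalized to buffer and 29 nM porcine relaxin; EC50 by Hill fit.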
12-LOX inh – Primary qHTS assay for inhibitors of human arachidonate 12S-lipoxygenase (ALOX12): Round 2. AID 1671190, 2021. 580,000 compounds, 1.1% hits. Polyunsaturated fatty acid lipoxygenase ALOX12 (Homo sapiens), P18054. purified 12hLO, xylenol orange hydroperoxide absorbance. Potency, µM (titrated, usually from 108 µM), for inactives: at the highest dose activity change, negative = inhibition, hits mostly inhibitors; also: % is scaled to controls: 0 for no effect and ±100 for the full control effect
Target sequence (P18054 whole entry, looked up): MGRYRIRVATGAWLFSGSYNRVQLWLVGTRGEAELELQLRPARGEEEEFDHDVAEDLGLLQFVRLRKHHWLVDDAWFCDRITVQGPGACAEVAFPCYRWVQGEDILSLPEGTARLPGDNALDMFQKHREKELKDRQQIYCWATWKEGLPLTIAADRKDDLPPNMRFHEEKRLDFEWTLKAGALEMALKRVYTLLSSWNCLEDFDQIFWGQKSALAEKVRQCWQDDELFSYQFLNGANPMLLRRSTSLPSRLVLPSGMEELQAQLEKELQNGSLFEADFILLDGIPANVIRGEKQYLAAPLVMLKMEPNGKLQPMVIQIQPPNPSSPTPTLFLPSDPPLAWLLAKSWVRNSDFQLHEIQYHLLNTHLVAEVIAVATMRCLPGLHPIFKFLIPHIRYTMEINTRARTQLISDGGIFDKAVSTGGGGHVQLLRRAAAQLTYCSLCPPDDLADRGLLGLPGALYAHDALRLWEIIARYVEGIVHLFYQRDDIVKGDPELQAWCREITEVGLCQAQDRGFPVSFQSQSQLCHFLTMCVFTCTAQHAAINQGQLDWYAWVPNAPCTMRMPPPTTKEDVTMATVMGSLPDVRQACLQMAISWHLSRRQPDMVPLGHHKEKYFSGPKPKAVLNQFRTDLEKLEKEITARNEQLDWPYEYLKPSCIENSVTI
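Purified human 12hLO (150 nM final) in 25 mM Hepes, 0.01% Triton X-100, pH 7.0 was preincubated 15 min at room temperature with compound. Then 40 uM arachidonic acid was added, 30 min. Hydroperoxide was read by Fe-XO absorbance ratio 573/405 nm.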
Vif-A3G inh – qHTS for Inhibitors of Vif-A3G Interactions: qHTS. HeLa A3G-eYFP + Vif (tagged APOBEC3G with the HIV-1 protein that degrades it), YFP fluorescence, overnight. 410,000 compounds, 0.076% hits. AID 602310, 2012. Potency, µM (doses to about 46.1 µM), without a hit: at the highest dose activity, negative = active, usual class: inhibitors;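 also: % is scaled to controls: 0 for no effect and ±100 for the full control effect; nearly all actives have a fitted effect of over 60% in size; hits raise eYFP signal because A3G escapes Vif-driven loss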
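HeLa cells stably expressing Vif and C-terminally eYFP-tagged A3G, seeded overnight at 37 deg C, then exposed to compound by pintool overnight at 37 deg C. Rise in yellow fluorescence (Ex 488/Em 500-530, Acumen) marks blocked Vif-driven A3G degradation.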
TrxR1 substrate – qHTS Assay for Substrates of Mammalian Selenoprotein Thioredoxin Reductase 1 (TrxR1): qHTS. 390,000 compounds, 0.01% hits. Thioredoxin reductase 1, cytoplasmic (Rattus norvegicus), O89049. purified TrxR1 substrate turnover, NADPH consumption readout. Potency, µM (top dose mostly 114 µM), inactives show at the highest dose activity change, negative = substrate turnover; also: % is scaled to controls: 0 for no effect and ±100 for the full control effect; nearly all actives have a fitted effect of over 50% in size
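Rat TrxR1, dispensed at 90 nM, was prereduced with 400 uM NADPH (final) for 5 min at ~22 deg C, then incubated with compound 15 min before 400 uM selenite. A first-read NADPH fluorescence drop versus no-compound background flagged substrates.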
mIDH1 inhibitor – qHTS for Inhibitors of mutant isocitrate dehydrogenase 1 (IDH1): qHTS | Isocitrate dehydrogenase [NADP] cytoplasmic (Homo sapiens), O75874 | 390,000 compounds, 0.093% hits | Potency, µM (top dose mostly 76.6 µM), for the others: top-dose activity change, negative = inhibition, most hits filed as inhibitors | IDH1-R132H enzyme, NADPH consumption, diaphorase/resazurin fluorescence | AID 602179, 2012; also: % is scaled to controls: 0 for no effect and ±100 for the full control effect; nearly all actives have a fitted effect of over 65% in size
Target sequence (O75874 whole entry R132H, stated change not applied): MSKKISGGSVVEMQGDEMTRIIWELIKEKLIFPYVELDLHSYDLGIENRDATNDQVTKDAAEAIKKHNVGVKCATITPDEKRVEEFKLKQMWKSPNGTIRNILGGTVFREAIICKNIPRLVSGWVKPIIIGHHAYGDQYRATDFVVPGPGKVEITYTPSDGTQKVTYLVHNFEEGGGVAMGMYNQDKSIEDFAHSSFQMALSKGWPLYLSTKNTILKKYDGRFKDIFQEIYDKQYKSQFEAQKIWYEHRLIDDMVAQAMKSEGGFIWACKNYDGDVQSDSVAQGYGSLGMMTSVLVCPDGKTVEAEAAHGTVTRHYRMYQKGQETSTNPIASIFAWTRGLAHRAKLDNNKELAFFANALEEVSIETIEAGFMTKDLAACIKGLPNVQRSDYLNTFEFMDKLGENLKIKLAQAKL
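IDH1-R132H (0.5 ug/mL dispensed) in pH 7.5 Tris buffer was preincubated 30 min with compound, then given a substrate mix of 0.016 mM NADPH and 2 mM alpha-KG for 80 min at room temperature; remaining NADPH was read by diaphorase/resazurin fluorescence.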
Vif-APOBEC3F blk – qHTS for Inhibitors of Vif-A3F Interactions: qHTS; HeLa A3F-eYFP + Vif (tagged APOBEC3F with the HIV-1 protein that degrades it), YFP fluorescence increase; Potency, µM (doses to about 46.1 µM), for the others: at the highest dose activity, negative = active; 390,000 compounds, 0.2% hits; also: % of control where 0% means no effect; nearly all actives have a fitted effect of over 65% in size
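HeLa cells stably expressing Vif plus C-terminally eYFP-tagged A3F were seeded, incubated overnight at 37 deg C, dosed with compound, incubated overnight again at 37 deg C. Yellow fluorescence (Ex 488/Em 500-530) reported blocked Vif-mediated A3F-eYFP degradation.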
rTrxR1 inhibitor – qHTS Assay for Inhibitors of Mammalian Selenoprotein Thioredoxin Reductase 1 (TrxR1): qHTS; Thioredoxin reductase 1, cytoplasmic (Rattus norvegicus), O89049; recombinant rTrxR1, NADPH fluorescence consumption, selenite substrate; Potency, µM (doses to about 114 µM), for inactives: at the highest dose activity change, negative = inhibition, most hits filed as inhibitors; 390,000 compounds, 1% hits; also: % is scaled to controls: 0 for no effect and ±100 for the full control effect; nearly all actives have a fitted effect of over 65% in size
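Rat TrxR1 (90 nM in the dispensed reagent) was pre-reduced with 400 uM NADPH for 5 min at room temperature, then incubated with compound for 15 min. After 400 uM selenite was added, NADPH fluorescence (Ex 340/Em 450 nm) was followed for 8 min.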
Starred values were filed as active, the others as inactive; u = inconclusive; x = not tested or not shown; [ ] = another dose, or the depositor's remark. Calls follow the shape of the dose curve; as a rule, active = well fitted curve in the direction sought with a large enough effect; inconclusive = small, poorly fitted or top-dose-only effect, or another doubt; inactive = no such curve, though single readings can be large; an effect the other way counts as inactive or inconclusive. Potency is read from the fitted curve at half-maximal effect.

molecule	RGS4 inhibitor	USP1 inh	RXFP1 agonist	12-LOX inh	Vif-A3G inh	TrxR1 substrate	mIDH1 inhibitor	Vif-APOBEC3F blk	rTrxR1 inhibitor
CC(C)NC(=O)C1CCN(Cc2cccc(OCc3ccccc3)c2)CC1	x	8%	x	-52%	2%	x	-5%	-5%	x
COc1ccc(OC)c(-n2c(SCC(=O)Nc3cc(C)on3)nnc2-c2c[nH]c3ccccc23)c1	8%	2%	0.3%	0%	-16%	-8%	-6%	-9%	8%[57.1 µM]
O=C1Nc2ccccc2Nc2ncccc21	22%	-15%	-1.3%	36%[activator]	-5%	-5%	10%	-2%	-7%
Cc1cc(C)nc(N/N=C/c2c(CO)cnc(C)c2O)n1	-9%	-29%	-0.2%	-12%	-6%	3%	0%	0%	11%
CC1=C(C(=O)N(C)C)CC(CC(=O)NC2CCCC2)C(=O)N1Cc1ccc(F)cc1 (stereo not given)	x	-26%	x	u	-1%	x	10%	-1%	x
COc1ccc(CCc2nnc(CCC(=O)NCC3CCCO3)o2)cc1 (stereo not given)	-17%	-10%	3.5%	6%	-6%	8%	0%	6%	6%
O=C(Cc1cn2ccsc2n1)NCCc1ccc(F)cc1	19%	-3%	0.8%	184%[activator]	-4%	3%	7%	-9%	12%
O=C(CCN1C(=O)C2C3C=CC(C3)C2C1=O)N1CCCCC1 (stereo not given)	-27%	3%	-1.6%	-10%	-1%	-3%	0%	-3%	6%[57.1 µM]
O=C(CSc1nc2c(c(=O)n1-c1ccc(Cl)cc1)SCC2)NCC1CCCO1 (stereo not given)	2%	-3%	-0.1%	0%	-4%	-5%	10%	-6%	6%
COC(=O)c1ccc(Cn2c(SCc3ccc(F)cc3)nc3ccncc32)cc1	-10%	-7%	1.2%	0%	-1%	0%	6%	4%	1%
CC(=O)N1C(=O)/C(=C2\SC(=S)N(NC(=O)c3ccc(O)cc3)C2=O)c2ccccc21	-53%	4µM*	4.4%	-16%	-6%	6%	-13%	-20%	12%
CCOC(=O)c1c(NC(=O)CN2C(=O)C(=O)N(C(C)C)C2=O)sc(C)c1CC	-34%	-23%	4.5%	-8%	3%	-6%	15%	-1%	1%
CC(C)OCCCNS(=O)(=O)c1ccc2ccccc2c1	-5%	-15%	-2.5%	-9%	-3%	-4%	7%	-2%	15%
COc1ccc(N(C(=O)c2cccnc2)S(=O)(=O)c2cc(OC)ccc2OC)cc1	-24%	-10%	1.6%	10%	-1%	4%	5%	3%	4%
COc1ccc(C=NNC(=O)CCCCC(=O)NN=Cc2ccc(OC)cc2)cc1	-15%	-7%	x	2%	1%	-1%	2%	0%	2%
Cc1nnc(NC(=O)CSCc2cc(=O)c3cc(Cl)ccc3[nH]2)s1	16%	-24%	-0.3%	-25%	1%	-1%[57.1 µM]	2%	1%	-1%[57.1 µM]
CC1CCCCN1CCCNC(=O)Cn1ncc2c3ccccc3n(Cc3ccccc3F)c2c1=O (stereo not given)	-5%	-10%	0.6%	-8%	-4%	8%	-11%	-17%	7%
Nc1ccc2oc(=O)c3ccccc3c2c1	4%	-7%	0.2%	6%	0%	-11%	6%	3%	-7%
Cc1ccccc1CNS(=O)(=O)c1c(C(=O)N2CCCCC2)c(C)n(C)c1C	19%[11.4 µM]	-17%	-0.1%	14%	5%	7%	5%	-2%	12%
O=C(CSc1nc2ccc([N+](=O)[O-])cc2[nH]1)c1ccc2ccccc2c1	-4%	-3%	-1.4%	3%	2%	8%[57.1 µM]	9%	6%	-4%
O=C(NCCc1ccc(Cl)cc1)c1ccc2c(c1)OCO2	28%	-12%	-0.8%	u	1%	-3%	-10%	-3%	13%
CCN1CCN(C(=O)C(NS(=O)(=O)c2ccc3nc(C)sc3c2)C(C)C)CC1 (stereo not given)	-12%	u	0.9%	-6%	2%	7%	13%	-1%	15%
CC1CN(c2ccc(Cl)cc2)c2nc3c(c(=O)n(CC(=O)O)c(=O)n3C)n2C1 (stereo not given)	-36%	-18%	5.2%	-18%	2%	-9%	-6%	0%	-11%
Cc1ccc(Cn2c(CN3CCN(C(=O)c4ccco4)CC3)nc3c2c(=O)n(C)c(=O)n3C)cc1	1%	-3%	3.2%	-5%	-1%	2%	4%	0%	-6%
O=C(NNC(=S)NCCCN1CCOCC1)c1ccncc1	-2%	-10%	1.0%	-21%	0%	-2%[57.1 µM]	-8%	-9%	-7%[57.1 µM]
O=C(CC1C(=O)NCCN1C1CCCC1)NCc1cccc(OC(F)(F)F)c1 (stereo not given)	-16%	-18%	0.6%	17%	-4%	-8%[57.1 µM]	6%	3%	5%[57.1 µM]
O=[N+]([O-])c1ccccc1CNC1CCCc2ccccc21 (stereo not given)	30%	0%	1.5%	u	-6%	-9%	10%	-9%	13%
Cc1cc(C)c2c(-n3cccc3)c(C(=O)O)sc2n1	7%	1%	3.5%	-14%	-3%	0%	11%	-8%	15%
Cc1cc(C)cc(N(CC(=O)NCc2ccccc2Cl)S(=O)(=O)c2c(C)noc2C)c1	4%	u	1.7%	0%	-8%	-9%	-2%	-2%	5%
Cc1occc1-c1nnc(SCC(=O)N(C)CCC#N)n1N	-13%	3%	1.4%	0%	-3%	12%[57.1 µM]	2%	-22%	9%[57.1 µM]
CC(CCc1ccccc1)NC(=O)Cn1ncc2c3ccccc3n(Cc3ccc(F)cc3)c2c1=O (stereo not given)	-21%	-14%	-0.5%	-9%	-2%	1%	-5%	4%	-5%
O=C(NCc1cccs1)N[C@@H](Cc1ccccc1)C(=O)O	1%	-5%	1.5%	3%[57.4 µM]	-2%	43%[activator]	1%	-10%	17%
C=C(C)CC1Nc2ccccc2NC1CC(=C)C (stereo not given)	-9%	-10%	-1.8%	28µM*	-9%	3%	5%	-10%	u
CC(NC(=O)/C(C#N)=C/c1ccc(N2CCOCC2)cc1)c1ccccc1 (stereo not given)	12%	-10%	0.4%	-13%	-4%	-6%	2%	4%	9%
C=CCNC(=O)/C(=C\C=C\c1ccccc1)NC(=O)c1ccc(OCCCC)cc1	-26%	-6%	0.8%	-2%	-3%	0%[57.1 µM]	2%	2%	-5%[57.1 µM]
COc1ccc(C2C(=O)N(C3CCCCC3)CC(=O)N2Cc2ccco2)cc1 (stereo not given)	-35%	-8%	-0.1%	u	-1%	2%	6%	-7%	u
CCCOc1ccc(/C=N/NC(=O)CSCc2ccc([N+](=O)[O-])cc2)cc1OCC	-33%	-14%	1.4%	-7%	-1%	-3%	2%	4%	3%
Cc1ccc(C)c(NC(=O)c2sc(Cl)nc2-c2ccccc2)c1	5%	-15%	2.2%	-4%	-9%	5%	-2%	-11%	22%[57.1 µM]
O=[N+]([O-])c1ccc(/C=N/NC(=S)Nc2ccccc2C(F)(F)F)o1	-28%	-14%	-2.7%	u	0%	-19%	1%	-14%	u
CC(=O)Nc1ccc(S(=O)(=O)N2CCCC2C(=O)Nc2ccc3c(c2)OCCO3)cc1 (stereo not given)	16%	-19%	0.1%	-66%	7%	12%[57.1 µM]	-6%	-24%	24%[57.1 µM]
O=C(CC1NC2CCCCC2NC1=O)Nc1cccc(C(F)(F)F)c1 (stereo not given)	22%[11.4 µM]	-3%	2.7%	0%	-8%	-8%	2%	-5%	-2%[57.1 µM]
COC(=O)c1ccccc1NC(=O)CN1CCCCCC1	27%	-7%	-0.4%	4%	2%	4%	12%	-12%	17%
O=C(O)/C=C/C(=O)Nc1ccc(-n2ccc(C(F)(F)F)n2)cc1	4%	-13%	1.7%	u	4%	3%	2%	5%	-3%
Cc1ccc(CNC(=O)Cn2c(=O)n(Cc3ccc(F)cc3)c(=O)c3sc4ccccc4c32)cc1	-21%	-13%	14%	-21%	2%	3%	-5%	1%	16%
CCCCOCCCNC(=O)CCCOc1ccccc1	-12%[11.4 µM]	-21%	-1.4%	120%	-1%	-6%[57.1 µM]	4%	5%	11%[57.1 µM]
Cc1ccc(S(=O)(=O)N2[C@@H](c3cccc(C)c3)C(C(=O)O)=C[C@H]2CC2CCCC2)cc1	20%	-7%	x	-89%	3%	-3%	-3%[38.3 µM]	-7%	-3%

This is a subset (hit frequency here may not be typical).
